# TPT1 inh = inhibitors of Candida albicans tRNA 2'-phosphotransferase TPT1 | inhibition, % at 5 µM | 0.81% of 300,000 active | recombinant caTPT1, FP RNA substrate dephosphorylation;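 active = inhibition above the mean of all tested compounds plus 3 SD, set per screening campaign, cut at about 24% in these data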;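 also: plate controls were DMSO alone for no effect and ferristatin control at 100 nM for full effect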
# PP1 inh = PP1-alpha (human) inhibition in PP5 counter-screen; purified PP1alpha, OMFP fluorescence; inhibition, % at 6.7 µM; 0.9% of 320,000 active; AID 2235;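 active = inhibition above the mean inhibition of all tested compounds plus 3 SD, computed separately for each screening campaign, cut at about 15% in these data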
# Target sequence (P62136 whole entry, looked up): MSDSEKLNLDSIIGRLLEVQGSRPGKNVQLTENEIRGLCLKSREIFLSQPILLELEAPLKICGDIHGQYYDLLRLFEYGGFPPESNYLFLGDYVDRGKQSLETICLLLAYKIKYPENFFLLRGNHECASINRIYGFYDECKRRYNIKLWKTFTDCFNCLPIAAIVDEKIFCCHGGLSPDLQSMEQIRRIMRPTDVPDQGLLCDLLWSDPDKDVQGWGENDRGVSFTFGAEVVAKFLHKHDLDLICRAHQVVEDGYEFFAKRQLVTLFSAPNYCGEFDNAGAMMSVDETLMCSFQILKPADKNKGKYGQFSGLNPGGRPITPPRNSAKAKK
# procasp3 activ = procaspase-3 (human) activation. recombinant procaspase-3 D3A, Ac-DEVD-pNA absorbance 405 nm. activation, % at 8.5 µM. 0.11% of 330,000 active;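 active = activation above the mean of all tested compounds plus 3 SD, cut at about 21% in these data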;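 also: 0% = DMSO alone and 100% = DMSO wells spiked with extra 5 µM PC-3 D3A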
# Target sequence (P42574 whole entry D9A/D28A/D175A): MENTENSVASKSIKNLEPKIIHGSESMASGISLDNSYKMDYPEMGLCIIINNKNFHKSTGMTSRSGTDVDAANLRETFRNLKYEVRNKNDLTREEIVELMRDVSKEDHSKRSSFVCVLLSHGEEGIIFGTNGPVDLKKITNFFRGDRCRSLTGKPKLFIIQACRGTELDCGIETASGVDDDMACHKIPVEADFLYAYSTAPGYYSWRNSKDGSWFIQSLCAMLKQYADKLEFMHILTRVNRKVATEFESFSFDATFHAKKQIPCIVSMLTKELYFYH
#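 Assay system: Procaspase-3 D3A mutant, all three cleavage aspartates alanine. Buffer or medium: Zinc-free HEPES saline buffer with Triton X-100. Times: 1 h compound preincubation, 2 h substrate hydrolysis at 25 °C. Measured by: 405 nm absorbance of p-nitroaniline, reads at 0 and 120 min. Read-out basis: percent activation relative to control range. Replicates: singlicate.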
# Efflux pump mplx = blocks antifungal efflux pumps in multiplex yeast assay; AID 485275; inhibition, % at 10 µM; S. cerevisiae Candida pump triplex, Nile Red efflux; 0.44% of 330,000 active;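 active = plate passing quality check with inhibition over a set limit, or well fluorescence over plate mean plus 4 SD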;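 also: Nile Red retained in pooled yeast measured as flow cytometry median fluorescence; 0% = buffer negative control and 100% = Enniatin B positive control; higher means more Nile Red kept so more efflux inhibition; some compounds called inactive have numbers as strong as hits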
# JMJD2C inh = blocks human GASC-1 demethylase activity | Q9H3R0 | GST-JMJD2C(1-420) H3K9me3 demethylation, DELFIA europium | AID 2099 | inhibition, % at 2.35 µM | 0.069% of 330,000 active;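 active = more than half of a compound's replicate wells show inhibition beyond 50%, single wells judged on their own value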;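 also: signal counts dimethyl H3K9 product captured on neutravidin plate; 0% = median of DMSO wells and 100% = 0.3 times that DMSO median; strong numbers were not always called active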
# Target sequence (Q9H3R0 1-420 limits assumed): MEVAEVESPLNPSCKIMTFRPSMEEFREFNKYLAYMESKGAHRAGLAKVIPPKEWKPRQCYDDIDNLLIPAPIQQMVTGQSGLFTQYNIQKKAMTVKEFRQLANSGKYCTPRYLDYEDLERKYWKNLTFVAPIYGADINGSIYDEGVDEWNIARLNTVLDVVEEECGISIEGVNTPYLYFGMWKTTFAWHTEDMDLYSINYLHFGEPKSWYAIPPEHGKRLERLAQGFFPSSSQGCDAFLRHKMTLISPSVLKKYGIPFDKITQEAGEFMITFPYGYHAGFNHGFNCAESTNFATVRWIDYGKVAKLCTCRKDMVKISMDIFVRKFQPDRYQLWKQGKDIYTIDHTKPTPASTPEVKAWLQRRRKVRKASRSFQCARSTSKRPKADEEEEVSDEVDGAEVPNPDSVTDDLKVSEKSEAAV
# HCV core dimer = blocks dimerization of HCV core protein. TR-FRET GST/Flag-core106 dimerization, 1536-well. inhibition, % at 5 µM. 0.33% of 300,000 active;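 active = inhibition above the mean of all tested compounds plus 3 SD, set per screening campaign, cut at about 45% in these data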
#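 Assay system: tagged HCV core106 pair (GST and Flag); medium: KF-containing HEPES buffer, pH 7.45, DTT, CHAPS, BSA; also added: Eu donor and XL665 acceptor anti-tag antibodies; dosing: 5 µM single dose; timing: compound-protein-antibody incubation 4 h at 22.5 °C; signal: TR-FRET 671 and 617 nm emission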
# PP5 primary = blocks human protein phosphatase 5 activity | purified PP5c, OMFP substrate fluorescence | inhibition, % at 6.7 µM | 0.18% of 320,000 active;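 active = inhibition above the campaign's mean inhibition across all tested compounds plus 3 SD, cut at about 9.5% in these data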;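 also: 0% = DMSO only and 100% = 100 µM cantharidin control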
# procasp7 counter = activates human procaspase-7, counter-screen for procaspase-3 activators; 0.093% of 330,000 active; recombinant procaspase-7, Ac-DEVD-pNA absorbance 405 nm; D23A/D198A/D206A triple mutant, cannot self-cleave; scale: DMSO 0, 5 µM enzyme 100; P55210; activation, % at 8.5 µM; AID 463210;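 active = percent activation above the screen-wide mean plus 3 SD, cut at about 25% in these data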
#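 Replicates: singlicate. Assay system: Procaspase-7 triple mutant (PC-7 D3A). Signal: 405 nm absorbance of p-nitroaniline. Times: 1 h preincubation, 2 h reaction. Buffer or medium: Zinc-free HEPES pH 7.4 with 300 mM NaCl, 0.01% Triton X-100. Also added: DEVD-pNA substrate. Benchmarks: DMSO wells as 0%, DMSO with 5 µM added PC-7 as 100%.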
# CTSL1 counter = counter-screen for PFM18AAP inhibitors: inhibitors of F. hepatica cathepsin L1; 0.49% of 300,000 active; inhibition, % at 5.96 µM; recombinant F. hepatica cathepsin L1, Z-Leu-Arg-MCA fluorescence;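 active = inhibition above the mean of all tested compounds plus 3 SD, set per screening campaign, cut at about 17% in these data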;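 also: 0% = plate median of test compound wells and 100% = 1 µM Z-Phe-Ala-diazomethylketone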
# Numbers without * were called inactive; · = not tested or not shown; & = joins results of further samples.
# Below each SMILES – JMJD2C inh	TPT1 inh	procasp3 activ	PP1 inh	Efflux pump mplx	PP5 primary	procasp7 counter	CTSL1 counter	HCV core dimer
> O=C(NC1CCN(S(=O)(=O)c2ccccc2F)CC1)c1ccco1
  3	-4	6	4	0.0	1.4	9	-6	-5
> Cc1cc(C)nc(SCCCn2c(=O)[nH]c3ccccc32)n1
  -2	-3	13	-2	-0.1	3.2	3	0	0
> CCCN(C(=O)c1cccs1)c1nnc(-c2ccncc2)s1
  1	2	-2	-1	0.0	4.5	5	-1	3
> CC(=O)Cc1nsc(Nc2ccc(F)cc2)n1
  9	3	0	-4	0.0	0.2	14	0	-2
> CN(Cc1cnccn1)Cc1ccccc1OCC(O)CN1CCc2ccccc2C1 (stereo unspecified)
  26	1	5	-5	0.1	-0.9	7	3	3
> COc1cccc(/C=N/n2nnnc2N)c1O
  8	2	-4	-12	0.2	4.5	-5	2	-4
> C/C(=N/Nc1ccccc1[N+](=O)[O-])c1ccc([N+](=O)[O-])cc1
  -35	-1	-2	3	0.0	3.6	3	0	7
> NC(=O)C1=C[C@@H](c2ccc(Br)cc2)C[C@@H](OCCCCO)O1
  10	-4	1	10	0.0	5.8	-2	0	-13
> COc1ccc(OC)c(NC(=O)COC(=O)/C=C/c2ccc(Cl)cc2)c1
  1	1	5	-2	0.1	1.6	4	-11	8
> CCc1ccccc1NC(=O)/C(C#N)=C/c1ccc(Sc2ccccc2)o1
  -4	5	-13	9	0.2	0.8	-15	2	5
> CC(C)c1ccccc1NC(=O)c1ccc2ncsc2c1
  -9	-2	0	0	-0.1	-1.1	1	2	-2
> CC(C)(C)C1CCc2onc(C(=O)Nc3cnn(Cc4ccc(F)cc4)c3)c2C1 (stereo unspecified)
  -1	2	3	-5	0.0	-1.6	6	5	9
> COc1cc(C(=O)OC(C)C(=O)N2CCc3ccccc3C2)ccc1OCC(=O)N1CCOCC1 (stereo unspecified)
  12&16	0	-3	-1	0.0	0.9	1	-4	-1
> CCOC(=O)C1=C(C)C(c2ccc(OC)cc2)NC(=S)N1 (stereo unspecified)
  1	3	-1	-3	-0.1	2.9	2	17*	-7
> N#Cc1c(NC(=O)CSc2ncc(-c3ccccc3)n2CC2CCCO2)sc2c1CCCC2 (stereo unspecified)
  12	-4	-4	-6	0.5	2.5	-4	-5	3
> O=[N+]([O-])c1cnc2nc(-c3ccncc3)nn2c1O
  1	3	2	-2	0.1	4.2	0	-4	-6
> COc1ccccc1OCCNC(=O)CN(c1cccc(C)c1)S(=O)(=O)c1ccccc1
  -4	2	-1	-2	0.1	1.3	-7	4	-17
> O=C1CN(Cc2ccccc2)C(=NCc2ccco2)S1
  19	3	-20	5	0.3	1.7	-36	3	0
> O=C(COC(=O)c1cncc(Br)c1)NC12CC3CC(CC(C3)C1)C2
  2	·	9	·	0.0	·	7	·	·
> CCCCNC(=O)c1c(CSc2ccccc2)noc1C(=O)NCc1ccccc1
  1	1	-3	3	0.1	3.2	8	8	5

# Some of the entries above in a different format.
Structure	JMJD2C inh	TPT1 inh	procasp3 activ	PP1 inh	Efflux pump mplx	PP5 primary	procasp7 counter	CTSL1 counter	HCV core dimer
COc1ccc(OC)c(NC(=O)COC(=O)/C=C/c2ccc(Cl)cc2)c1	1	1	5	-2	0.1	1.6	4	-11	8
CC(C)(C)C1CCc2onc(C(=O)Nc3cnn(Cc4ccc(F)cc4)c3)c2C1 (stereo unspecified)	-1	2	3	-5	0.0	-1.6	6	5	9

# Three compounds already listed, arranged by the value under PP5 primary, highest first:
SMILES | JMJD2C inh | TPT1 inh | procasp3 activ | Efflux pump mplx | PP5 primary | HCV core dimer
NC(=O)C1=C[C@@H](c2ccc(Br)cc2)C[C@@H](OCCCCO)O1 | 10 | -4 | 1 | 0.0 | 5.8 | -13
C/C(=N/Nc1ccccc1[N+](=O)[O-])c1ccc([N+](=O)[O-])cc1 | -35 | -1 | -2 | 0.0 | 3.6 | 7
CCc1ccccc1NC(=O)/C(C#N)=C/c1ccc(Sc2ccccc2)o1 | -4 | 5 | -13 | 0.2 | 0.8 | 5

# (next part)
# Below each SMILES – JMJD2C inh	TPT1 inh	procasp3 activ	PP1 inh	Efflux pump mplx	PP5 primary	procasp7 counter	CTSL1 counter	HCV core dimer
> O=c1c(-c2ccc(O)cc2)coc2cc(OC3OC(CO)C(O)C(O)C3O)cc(O)c12 (stereo unspecified)
  4	0	13	-4	0.1	0.1	5	-1	-15
> CCOC(=O)C1=C(N)n2c(s/c(=C\c3ccncc3)c2=O)=C(C(=O)OCC)C1c1ccncc1 (stereo unspecified)
  -6	0	-8	-1	-0.1	2.1	1	-2	-1
> COc1ccccc1C1C=C(c2ccc(C)cc2)Nc2nnnn21 (stereo unspecified)
  13	-1	-2	1	-0.1	4.1	-3	1	-30
> CCc1ccc(C(=O)CSc2nc3cc(S(=O)(=O)N4CCOCC4)ccc3n2CC)cc1
  4	-1	6	5	-0.4	2.1	-1	0	-4
> Cc1ccc(C)c(NC(=O)C2=CCN(S(=O)(=O)c3ccc(F)cc3)CC2)c1
  -13	-4	3	-3	0.1	1.0	5	-3	1
> Cc1ccc(S(=O)(=O)Cc2ccc(C(=O)N3CCN(c4cccc(C)c4C)CC3)o2)cc1
  -8	0	4	2	0.1	4.3	-4	4	12
> CCNC(=O)COc1ccc(C=O)cc1OC
  -4	-2	-4	-5	0.0	0.9	0	5	5
> O=C(COc1ncnc2ccccc12)Nc1cc([N+](=O)[O-])ccc1F
  10	-2	5	-1	-0.1	0.9	3	-1	-1
> NC(=O)C1CCN(c2ncccc2[N+](=O)[O-])CC1
  0	-3	5	-5	0.1	0.5	-2	0	4
> Cc1cccc(NC(=O)CN2C(=O)c3ccccc3S2(=O)=O)n1
  0	2	-2	-7	0.0	-1.3	4	2	1
> CCc1nc2ccc(C(=O)Nc3cccc(C(C)=O)c3)cc2nc1CC
  -6	-3	4	-1	0.0	1.3	7	1	2
> CCN(CC(=O)Nc1ccc(NC(C)=O)cc1)C(=O)c1cccnc1Sc1ccc(C)c(C)c1
  11	-1	-3	-4	0.1	0.7	8	-1	2
> CCc1nc2nc(C)c(NS(=O)(=O)c3ccc(Cl)s3)c(=O)n2[nH]1
  -2	3	-1	6	0.6	2.3	6	-4	-1
> CCCOc1ccc(NC(=O)C2CCCNC2=O)cc1 (stereo unspecified)
  3	21	-1	3	-0.1	0.1	6	-2	2
> O=S(=O)(NCCOC12CC3CC(CC(C3)C1)C2)c1cccc2nsnc12
  4	-5	6	-1	-0.2	0.6	2	1	0
> CC1CCCCN1C(C(=O)O)c1ccccc1 (stereo unspecified)
  13	2	5	-1	0.0	2.5	-1	2	-6
> O=C(CSc1nc2ccccc2c(=O)n1Cc1ccco1)NCc1ccccc1
  -4	-1	0	-3	-0.2	-2.3	9	3	-2
> COc1c(Cl)ccc(Cl)c1C(=O)NC(=S)N1CCOCC1
  4	1	-1	-3	0.1	-4.1	5	-4	0
> CC(CNC(=O)CCS(=O)(=O)c1ccc2c(c1)NC(=O)CO2)c1ccccc1 (stereo unspecified)
  -27	-2	3	-2	-0.3	1.5	2	2	4
> CCC(=O)NC(=S)Nc1ccc(N2CCOCC2)cc1
  0	-4	-1	-1	0.0	0.4	12	-3	-2

# Entries of single compounds as entered above.
# Record of `CCc1nc2nc(C)c(NS(=O)(=O)c3ccc(Cl)s3)c(=O)n2[nH]1` = JMJD2C inh: -2; TPT1 inh: 3; procasp3 activ: -1; PP1 inh: 6; Efflux pump mplx: 0.6; PP5 primary: 2.3; procasp7 counter: 6; CTSL1 counter: -4; HCV core dimer: -1
# Record of `O=C1CN(Cc2ccccc2)C(=NCc2ccco2)S1` = JMJD2C inh: 19; TPT1 inh: 3; procasp3 activ: -20; PP1 inh: 5; Efflux pump mplx: 0.3; PP5 primary: 1.7; procasp7 counter: -36; CTSL1 counter: 3; HCV core dimer: 0

# (cont.)
# Below each SMILES – JMJD2C inh	TPT1 inh	procasp3 activ	PP1 inh	Efflux pump mplx	PP5 primary	procasp7 counter	CTSL1 counter	HCV core dimer
> COc1ccc(OCC(O)CNS(=O)(=O)c2ccc(NC(C)=O)cc2)cc1 (stereo unspecified)
  4	0	3	-6	-0.1	0.8	-3	-2	0
> COc1ccc(S(=O)(=O)N2Cc3ccccc3CC2C(=O)O)cc1OC (stereo unspecified)
  -32	2	1	1	0.1	2.3	1	0	1
> COc1ccc(C(=O)N2CCOCC2)cc1Br
  33	-2	-1	2	0.2	-3.1	-11	-8	1
> Cc1nc2cc(F)ccc2n1C1CCN(C(=O)c2c(F)cccc2F)CC1
  4	-1	0	-4	-0.2	0.8	3	1	-2
> CC1CN(C(=O)c2cccs2)CCN1C(=O)c1cccs1 (stereo unspecified)
  1	-4	6	-1	0.1	3.6	3	0	-8
> COc1ccc(OC)c(NC(=O)COC(=O)CC2CCCCC2)c1
  -1	·	-3	·	0.3	·	4	·	·
> Cc1ccc(S(=O)(=O)N2CCN(C(=O)Cc3sc(C)nc3-c3ccc(F)cc3)CC2)c(C)c1
  -8	0	5	-2	-0.2	3.4	0	0	6
> COc1ccccc1S(=O)(=O)Cc1ccc(C(=O)NCCN2CCCC2)o1
  -8	1	2	-6	-0.1	3.1	7	-2	-2
> CCCCC(=O)NC(=S)Nc1ccccc1C(=O)Nc1ccccc1
  3	-3	-6	2	0.0	0.6	-4	0	1
> CC(OC(=O)COc1ccc(Nc2ccccc2)cc1)C(=O)N(C)c1ccccc1 (stereo unspecified)
  11	-2	-5	2	0.0	1.7	7	0	-7
> CC(C)CNC(=O)c1cc(-c2ccc(Cl)c(Cl)c2)on1
  -47	-3	-6	-4	-0.2	0.3	7	-1	-9
> COc1cccc(CN(C)C(=O)c2cccc(S(=O)(=O)NCc3ccccc3)c2)c1OC
  -2	0	9	0	0.0	-3.7	10	1	2
> O=C(Cn1nnc(-c2ccc(F)cc2)n1)Nc1ccc2c(c1)OCCO2
  0	-4	7	-1	-0.1	3.2	-2	4	5
> CC(=O)N(c1cccc(Br)c1)C1C=CS(=O)(=O)C1 (stereo unspecified)
  6	0	-2	-5	0.0	-4.1	4	3	9
> CCCCn1c(CNC(=O)c2cccs2)nc2ccccc21
  -9	0	12	4	-0.1	2.5	9	-4	-6
> Cc1ccc(CN2CC(C(=O)Nc3nnc(SCc4c(Cl)cccc4Cl)s3)CC2=O)cc1 (stereo unspecified)
  7	1	-3	16*	0.2	4.3	-8	-1	27
> COCC(=O)Nc1ccc2c(c1)OCC(=O)N2Cc1ccccc1F
  16	1	-2	1	0.0	2.1	3	3	11
> Clc1ccc(-n2ncc3c(NCc4ccccn4)ncnc32)cc1
  1	0	4	0	-0.1	4.3	1	-1	-6

# Screening results: PubChem BioAssay, several laboratories
